PfHsp40 yeast: rescue of PfHsp40-mediated yeast toxicity | S. cerevisiae expressing PfHsp40, growth rescue, ATP luminescence | growth rescue, % at 12.5 µM | 340,000 tested, 0.68% active | AID 504582; in the data active means growth rescue above about 28%, passing the limit was not always enough; inconclusive means no clear call, values can overlap the other calls;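 further: yeast W303a lacking pdr1 and pdr3 grown in galactose medium; growth measured after three days at 30 °C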
TcdB inh: inhibitors of Clostridioides difficile toxin B glycohydrolase; TcdB glycohydrolase enzymatic assay, plate reader; inhibition, % at 9.99 µM; 350,000 tested, 0.24% active; AID 652162; in the data active means inhibition above about 10%
Anthrax LF inh2: inhibitors of Bacillus anthracis lethal factor protease; multiplex microsphere protease cleavage assay, LF; inhibition, % at 10 µM; 360,000 tested, 0.12% active; in the data active means inhibition above about 30%; inconclusive means no clear call, values can overlap the other calls; further: plate controls were buffer without enzyme for full effect and enzyme alone for no effect
Target sequence (P15917 whole entry, looked up): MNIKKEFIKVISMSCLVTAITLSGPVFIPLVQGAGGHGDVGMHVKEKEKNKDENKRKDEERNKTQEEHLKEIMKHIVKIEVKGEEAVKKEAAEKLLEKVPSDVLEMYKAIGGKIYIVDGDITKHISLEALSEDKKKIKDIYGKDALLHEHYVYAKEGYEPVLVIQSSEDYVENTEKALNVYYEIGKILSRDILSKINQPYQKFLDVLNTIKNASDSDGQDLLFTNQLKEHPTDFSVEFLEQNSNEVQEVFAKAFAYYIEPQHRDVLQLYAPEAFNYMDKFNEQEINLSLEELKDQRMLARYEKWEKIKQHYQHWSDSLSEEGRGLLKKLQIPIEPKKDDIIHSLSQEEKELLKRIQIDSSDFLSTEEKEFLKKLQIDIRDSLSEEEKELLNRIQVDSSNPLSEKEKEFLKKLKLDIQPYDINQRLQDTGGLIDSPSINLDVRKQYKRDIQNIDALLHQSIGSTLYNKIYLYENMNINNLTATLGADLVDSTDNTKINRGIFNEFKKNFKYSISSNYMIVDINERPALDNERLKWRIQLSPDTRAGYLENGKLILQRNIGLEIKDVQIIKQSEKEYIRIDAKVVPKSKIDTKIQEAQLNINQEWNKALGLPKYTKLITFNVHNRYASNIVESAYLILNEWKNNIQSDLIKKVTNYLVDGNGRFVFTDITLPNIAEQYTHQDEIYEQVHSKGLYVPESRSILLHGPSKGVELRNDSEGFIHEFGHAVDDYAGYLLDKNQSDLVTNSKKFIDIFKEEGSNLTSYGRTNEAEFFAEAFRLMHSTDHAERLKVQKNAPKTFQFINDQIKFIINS
Yp Topo-I inh: Y. pestis Topo-I inhibition via cleavage products. activity, % at 10 µM. Y. pestis Topo-I cleavage product accumulation, plate reader. 360,000 tested, 0.064% active; in the data active means activity above about 50%, passing the limit was not always enough; inconclusive means no clear call, values can overlap the other calls; further: inactives centre near 2
PriA SSB inh: inhibitors of Klebsiella pneumoniae PriA binding to SSB C-terminal tail | AlphaScreen SSBct-PriA binding, biotinylated peptide | inhibition, % at 33 µM | 430,000 tested, 0.6% active; in the data active means inhibition mostly above about 37%, no sharp cut-off; inactive means mostly below about 20%;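 further: plate controls were negative control peptide for no effect and reference peptide for full effect; strong numbers were not always called active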
BH1578 lux ind: quorum light induction in luxS cqsA deficient V. cholerae. activation, % at 18.7 µM. V. cholerae BH1578 lux reporter, luminescence, 6 h. 350,000 tested, 0.16% active; in the data active means activation mostly above about 9.7%, no sharp cut-off; inconclusive means no clear call, values can overlap the other calls; inactive means mostly below about 3.7%; further: not every result past the cut was called active; inactives centre near 0; reference of the scale not given here
VHR inh abs: blocks human VHR1 dual specificity phosphatase; inhibition, % at 13.3 µM; recombinant VHR phosphatase, pNPP absorbance; 290,000 tested, 0.52% active; AID 1654; P51452; in the data active means inhibition above about 50%; further: some compounds called inactive have numbers as strong as hits
Target sequence (P51452 whole entry, looked up): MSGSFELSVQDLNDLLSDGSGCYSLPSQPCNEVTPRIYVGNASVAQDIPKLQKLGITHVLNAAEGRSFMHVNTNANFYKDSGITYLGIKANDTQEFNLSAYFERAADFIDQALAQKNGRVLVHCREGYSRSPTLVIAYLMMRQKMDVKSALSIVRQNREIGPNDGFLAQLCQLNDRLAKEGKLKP
Rv3671c inh: Rv3671c (M. tuberculosis) protease inhibition. inhibition, % at 5.96 µM. 320,000 tested, 0.048% active. P9WHR9. AID 2606; in the data active means inhibition above about 38%;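 further: extracellular domain of Rv3671c used as enzyme; 0% = enzyme with DMSO and 100% = no enzyme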
MazF activator: activators of E. coli MazEF toxin-antitoxin RNase; 350,000 tested, 0.32% active; activation, % at 20 µM; AID 504720; P0AE70; FAM/BHQ RNA-DNA oligo cleavage fluorescence, 5 h; in the data active means activation above about 50%
Target sequence (P0AE70 whole entry, looked up): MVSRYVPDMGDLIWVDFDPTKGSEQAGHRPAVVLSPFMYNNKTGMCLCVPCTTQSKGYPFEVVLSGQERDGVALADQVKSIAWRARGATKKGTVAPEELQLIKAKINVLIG
SARS 3CLpro inh: SARS-CoV 3CLpro protease inhibition | P0C6X7 | 290,000 tested, 0.14% active | AID 1706 | inhibition, % at 6 µM | recombinant SARS-CoV 3CLpro, quenched FRET peptide cleavage; in the data active means inhibition above about 12%
Active calls of the source: *; i = inactive; ? = inconclusive; . = no result given; & = joins results of further samples. These rows are one share of the data (hit frequency here may not be typical).

SMILES	PfHsp40 yeast	TcdB inh	Anthrax LF inh2	Yp Topo-I inh	PriA SSB inh	BH1578 lux ind	VHR inh abs	Rv3671c inh	MazF activator	SARS 3CLpro inh
CC(=O)Nc1ccc(N(C(=O)c2ccccn2)C(C(=O)NC2CCCCC2)c2ccc(F)cc2)cc1 (centres undefined)	-0.4	0.7	11	2	-10	-4.8	8	-21	2	-12
CCOC(=O)CSC1=C(C#N)C(c2ccco2)C(C(=O)Nc2cccc(C(F)(F)F)c2)=C(C)N1 (centres undefined)	0.1	.	-1	-4	-25	-0.9	3	-31	-4	4
COc1ccc(NC(=O)c2cn(CCC#N)nc2-c2ccc(OC)c(OC)c2)cc1	0.2	1.2	-9	-2	-8	i	64	-2	0	3
Cc1ccc(NC(=O)C2CCCN2C(=O)c2cccs2)cc1C (centres undefined)	2.8	0.4	.	8	5	0.3	.	-6	8	.
CCN(CC)c1ccc(Nc2nc(Cl)ncc2Br)cc1	-1.2	1.9	26	0	41*	-2.0	-16	-8	3	-3
COc1ccc(CC(=O)OCC(=O)NC(=O)NC23CC4CC(CC(C4)C2)C3)cc1	1.7	.	-1	20	-14	i	12	0	-3	3
COC(=O)[C@]1(Cc2ccccc2)N[C@H](CN(C)S(=O)(=O)c2ccc(-c3ccccc3)cc2)[C@@H]2C(=O)N(C)C(=O)[C@@H]21	0.0	0.8	-1	23	-4	1.0	.	-2	-6	.
O=c1oc2cc(O)c(Cl)cc2c2ccccc12	3.6	.	-1	3	0	i	-8	4	8	0
Cc1ccc(S(=O)(=O)N2CCCN(C(=O)CNC(=O)c3ccccc3)CC2)cc1	0.9	0.0	-5	12	-6	1.1	.	.	8	.
COc1cccc(CNC(=O)C2CCN(S(=O)(=O)c3ccc4c(c3)C(C)(C)C(=O)N4C)CC2)c1	.	1.0	5	-8	.	-0.4	.	.	.	.
Cn1cc(S(=O)(=O)N2CCC(Cc3ccccc3)CC2)c(=O)n(C)c1=O	1.3	0.8	8	4	-23&-4	-0.6	6	7	2	0
N/C(=N\NC(=O)c1ccc(Cl)cc1)c1cnccn1	-2.5	0.6	-2	2	.	-0.5	21	-1	1	-5
CCn1cc(C(=O)NCc2ccc3c(c2)OCO3)c2cc(OC)c(OC)cc2c1=O	2.3	.	0	11	-15	i	15	1	9	2
CCNc1cccc2c1C(=O)N(C)C2=O	-0.2	-0.4	2	-3	-34	-0.4	48	-10	-144	2
CCOCCCNC(=O)c1cn(C)c(=O)c2cc(OC)c(OC)cc12	-0.3	.	-7	6	-9	-0.5	-7	-8	-1	2
COC(=O)N/C(C)=C1/NC(=O)c2ccccc2C(c2ccccc2)N1 (centres undefined)	-1.7	.	2	-2	-12	-0.6	15	3	0	-1
NC(=O)[C@@H]1CCCN1Cc1nc(Cc2cccc(C(F)(F)F)c2)no1	0.8	-0.2	-1	1	-12	-0.4	18	1	2	-4
Cc1ccccc1C(=O)N1CCN(c2nc(N3CCOCC3)nc(N3CCOCC3)n2)CC1	16	.	0	5	-13	-3.4	17	-9	-2	-1
O=C(Nc1ccc(Oc2ccccc2)cc1)N[C@@H](Cc1ccccc1)C(=O)O	0.7	1.3	-6	8	-6	i	-2	-1	-5	4
O=C(CCNC(=O)c1ccccc1Cl)Nc1nc2ccccc2[nH]1	0.0	-0.5	-5	-1	-9	-0.8	.	1	0	.

Profiles as entered above:
Shown for Cn1cc(S(=O)(=O)N2CCC(Cc3ccccc3)CC2)c(=O)n(C)c1=O → PfHsp40 yeast: 1.3; TcdB inh: 0.8; Anthrax LF inh2: 8; Yp Topo-I inh: 4; PriA SSB inh: -23&-4; BH1578 lux ind: -0.6; VHR inh abs: 6; Rv3671c inh: 7; MazF activator: 2; SARS 3CLpro inh: 0
Shown for COc1ccc(CC(=O)OCC(=O)NC(=O)NC23CC4CC(CC(C4)C2)C3)cc1 → PfHsp40 yeast: 1.7; TcdB inh: .; Anthrax LF inh2: -1; Yp Topo-I inh: 20; PriA SSB inh: -14; BH1578 lux ind: i; VHR inh abs: 12; Rv3671c inh: 0; MazF activator: -3; SARS 3CLpro inh: 3

(next part)
SMILES	PfHsp40 yeast	TcdB inh	Anthrax LF inh2	Yp Topo-I inh	PriA SSB inh	BH1578 lux ind	VHR inh abs	Rv3671c inh	MazF activator	SARS 3CLpro inh
Cc1ccc2cc(CCNC(=O)c3ccco3)c(=O)[nH]c2c1C	-1.9	0.8	-2	4	-19	-0.3	-10	6	1	-1
O=C(Nc1nnc(-c2ccccc2)o1)Nc1ccc(F)cc1F	-0.3	-0.3	0	-2	-7	-0.4	9	-7	4	3
O=C(Cn1cc([N+](=O)[O-])cn1)Nc1nc2ccccc2s1	-1.7	1.4	-2	1	3	-1.1	0	-8	-2	-3
COc1cccc(NC(=O)CN(C2=NC3CS(=O)(=O)CC3S2)c2cccc(C)c2)c1 (centres undefined)	-0.3	1.5	2	12	-6	-0.8	21	5	5	-6
Cn1nc(-c2ccccc2)c(C(O)c2ccc(Cl)cc2)c1Cl (centres undefined)	-0.9	.	-1	-5	-6	i	0	-6	4	7
CCC(C)(C(=O)NC1CCCCC1)N(Cc1ccco1)C(=O)c1ccccn1 (centres undefined)	1.4	.	-2	13	-8	i	-4	-8	1	0
CCC(=O)N1CCC(C)(C(=O)NCc2ccc(F)cc2)C1 (centres undefined)	.	0.6	2	5	.	1.9	.	.	.	.
O=[N+]([O-])c1ccc(/C=C/C2=NN(c3ccccc3)C(c3ccco3)C2)o1 (centres undefined)	-0.6	1.2	14	-20	12	1.3	9	.	-4	4
N#Cc1nc(Cc2ccccc2)oc1N1CCN(c2cccc(Cl)c2)CC1	-0.9	0.5	-7	-6	3	-0.2	2	6	0	8
c1cncc(-c2nc(NCc3ccco3)c3ccccc3n2)c1	-0.7	.	0	-1	-6	i	16	3	7	-5
O=C(Nc1nccs1)c1nc(-c2ccccc2)n(-c2ccccc2)n1	0.7	.	7	1	-11	-0.2	32	-4	3	-7
CC(CCO)Nc1nc2c([nH]1)c(=O)n(C)c(=O)n2C (centres undefined)	1.1	.	-2	7	28	i	10	-12	3	6
O=C(ONC(=O)C1C2C=CC(C2)C1C(=O)NOC(=O)c1ccccc1)c1ccccc1 (centres undefined)	7.6	0.1	-2	0	-9	3.6	.	.	10	.
NCCCn1cnc2ccccc21	0.1	0.8	-2	5	-16	i	25	-3	6	2
CCN(CC(=O)Nc1cc(Cl)ccc1C)C(=O)C1COc2ccccc2O1 (centres undefined)	1.8	-4.3	-8	0	-5	i	.	-5	3	.
O=C1CN(C(=O)/C=C/c2ccc(Br)cc2)CCN1	1.6	0.7	0	8	14	i	17	.	3	-2
COc1ccc(N(CC(=O)N2CCN(c3ccccc3F)CC2)S(=O)(=O)c2ccc(C)cc2)cc1	6.2	0.6	-5	27	-2	.	1	0	7	4
CCCCNC(=O)C1(C)CCCCN1Cc1ccccc1-c1ccccc1 (centres undefined)	.	1.5	0	10	.	i	.	.	.	.
O=C(O)c1ccc(NC2=C(n3nnc4ccccc43)C(=O)c3ccccc3C2=O)cc1	-1.4	2.1	-2	-5	-5	i	25	-108	10	1
O=C(Nc1ccc2ccccc2c1)c1nn(C23CC4CC(CC(C4)C2)C3)cc1Br	-1.5	.	-3	2	2	-2.6	2	-22	-6	-4

In the list so far, 2 contain a CF3 group:
SMILES	PfHsp40 yeast	TcdB inh	Anthrax LF inh2	Yp Topo-I inh	PriA SSB inh	BH1578 lux ind	VHR inh abs	Rv3671c inh	MazF activator	SARS 3CLpro inh
CCOC(=O)CSC1=C(C#N)C(c2ccco2)C(C(=O)Nc2cccc(C(F)(F)F)c2)=C(C)N1 (centres undefined)	0.1	.	-1	-4	-25	-0.9	3	-31	-4	4
NC(=O)[C@@H]1CCCN1Cc1nc(Cc2cccc(C(F)(F)F)c2)no1	0.8	-0.2	-1	1	-12	-0.4	18	1	2	-4

Further entries
SMILES	PfHsp40 yeast	TcdB inh	Anthrax LF inh2	Yp Topo-I inh	PriA SSB inh	BH1578 lux ind	VHR inh abs	Rv3671c inh	MazF activator	SARS 3CLpro inh
N#Cc1ccc(C(CC(=O)O)N2Cc3ccccc3C2=O)cc1 (centres undefined)	0.7	0.5	-8	3	-6	i	.	2	6	-1
Cc1no[n+]([O-])c1COc1ccc(/C=C2\NC(=S)NC2=O)cc1	0.5	.	2	1	-6	-0.3	31	-15	-10	-4
CN1CCN(c2nc(-c3ccc(Cl)cc3)cc(=O)[nH]2)CC1	-0.2	1.1	-6	0	12	i	5	0	7	-5
COc1cc(C(=O)NCCC(=O)NCc2c(F)cc(F)cc2F)cc(OC)c1OC	-1.0	1.0	5	-5	-2	-0.2	72	2	6	0
c1ccc2c(c1)[IH]c1ccccc1-2	7.9	1.8	0	-10	1	-0.5	.	.	7	.
CN(C)c1nc(SCCOC(=O)COc2ccc(Cl)cc2Cl)nc(N(C)C)n1	-0.1	.	-4	31	-37	i	21	-8	-7	1
COc1ccc(NC(=O)CNC(=O)c2nn(-c3ccc(OC)c(Cl)c3)c(=O)c3ccccc23)c(OC)c1	14	1.0	-9	2	-3	i	13	-18	-20	2
COc1ccc2c3c(c(=O)oc2c1OCC(N)=O)CCCC3	?	.	-1	-3	-1	i	7	-2	-2	4
COc1ccc(Nc2nc(-c3ccccc3O)nc3ccccc23)cc1	2.0	0.4	10	-1	-9	i	.	-30	8	6
CC1CCCC(C)N1C(=O)COC(=O)c1cc(S(=O)(=O)N2CCOCC2)ccc1Cl (centres undefined)	-1.5	1.5	-7	7	-2	i	.	10	8	.
CCc1nc(SCC(=O)N2CCCC2)c2c(=O)n(C)c(=O)n(C)c2n1	0.8	0.4	-3	10	-10	-0.1	6	-1	-1	1
O=C(c1cccs1)N1CCC(c2nc3c(nnn3Cc3cccc(Cl)c3)c(=O)[nH]2)CC1	4.6	1.5	0	24	6	i	17	-17	-14	-2
O=C(Nc1cccnc1)c1ccc(Cl)c(S(=O)(=O)N2CCCCC2)c1	-0.3	0.0	-1	12	-5	0.9	10	-10	2	4
COc1ccc(CCN=C(N)NS(=O)(=O)c2cccs2)cc1OC	-0.5	0.4	-1	-12	-6	-1.1	45	-11	-3	2
CCn1cc(C(=O)NCc2ccco2)c(=O)c2cc(S(=O)(=O)N3CCCC3)ccc21	-0.2	1.6	-4	4	-3	i	-7	3	5	1
CC1(C)SC(=S)N(/N=C/c2ccc(O)cc2)C1N(O)C(=O)Nc1ccc([N+](=O)[O-])cc1 (centres undefined)	-0.7	.	-4	-14	.	i	30	-45	-3	7
CCN(Cc1ccccc1)CC(O)COc1ccccc1 (centres undefined)	0.5	.	3	-2	-17	-2.0	-33	9	7	-7
Cc1cc(C)cc(NC(=O)COC(=O)c2cc(C)oc2C)c1	0.3	-0.2	-6	6	6	i	13	2	7	-4
Cc1ccc(NC(=O)Cn2nc(C(=O)O)c3ccccc3c2=O)cc1S(=O)(=O)N1CCCCCC1	0.1	0.9	-7	-2	-3	0.5	.	.	-40	.
CC1=CC(=C(C#N)c2nc3ccccc3s2)C=C(C)N1c1ccc(F)cc1	-1.1	-0.2	20	2	-11	-0.1	34	-7	-97	-2

Grouped by structure, the compounds so far containing a cyano group
SMILES	PfHsp40 yeast	TcdB inh	Anthrax LF inh2	Yp Topo-I inh	PriA SSB inh	BH1578 lux ind	VHR inh abs	Rv3671c inh	MazF activator	SARS 3CLpro inh
CCOC(=O)CSC1=C(C#N)C(c2ccco2)C(C(=O)Nc2cccc(C(F)(F)F)c2)=C(C)N1 (centres undefined)	0.1	.	-1	-4	-25	-0.9	3	-31	-4	4
COc1ccc(NC(=O)c2cn(CCC#N)nc2-c2ccc(OC)c(OC)c2)cc1	0.2	1.2	-9	-2	-8	i	64	-2	0	3
N#Cc1nc(Cc2ccccc2)oc1N1CCN(c2cccc(Cl)c2)CC1	-0.9	0.5	-7	-6	3	-0.2	2	6	0	8
N#Cc1ccc(C(CC(=O)O)N2Cc3ccccc3C2=O)cc1 (centres undefined)	0.7	0.5	-8	3	-6	i	.	2	6	-1
CC1=CC(=C(C#N)c2nc3ccccc3s2)C=C(C)N1c1ccc(F)cc1	-1.1	-0.2	20	2	-11	-0.1	34	-7	-97	-2

Screening data (PubChem)
